# Screens from PubChem BioAssay.
# HEK293 tox: cytotoxicity counter-screen for GLP-1 receptor inverse agonists; Potency, µM (top dose mostly 38.3 µM), for inactives: at the top dose activity change, negative = inhibition, hits mostly inhibitors; AID 624418; HEK293 cAMP-luciferase reporter cells, luminescence, 24 h; actives 0.13% (n = 410,000);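 also: loss of luciferase light is scored as toxicity; % is scaled to controls: 0 for no effect and ±100 for the full control effect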
#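 Luminescence readout: signal drop marks cytotoxicity. Plated cells grew 12 h at 37 °C, 5% CO2, received 23 nL compound for 24 h, then got luciferase reagent, read after 12 min at RT.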
# TDP43 rescue: rescues yeast growth from TDP-43 toxicity; TDP-43 expressing yeast growth rescue, BacTiter-Glo, 24 h; AID 652104; actives 1.8% (n = 410,000); Potency, µM (series often up to 46.1 µM), for the others: top-dose growth rescue (activation), usual class: activators; also: % of control where 0% means no effect; nearly all actives have a fitted effect of over 50% in size
#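 Galactose-induced TDP-43 yeast, OD600=0.02, compound pinned; 24 hr, 30 deg C; BacTiter-Glo luminescence for growth. Inhibitors of TDP-43 toxicity read as activators.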
# HT1080NT lethal: kills 2HG-producing HT-1080-NT fibrosarcoma cells; HT-1080-NT fibrosarcoma viability, CellTiter-Glo ATP luminescence, 48 h; Potency, µM (top dose mostly 46.1 µM), inactives show at the top dose activity, negative = less viability, usual class: cytotoxic; actives 1.6% (n = 360,000);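 also: NT is the 2HG producing partner of a matched IDH1 knockdown line; 0% = DMSO-treated cells and -100% = media-only wells without cells; nearly all actives have a fitted effect of over 55% in size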
#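 HT-1080-NT; 750 cells/well; 5% FBS RPMI; 48 h compound, 37 degrees C; CellTiter-Glo luminescence; curve fitting and curve-class assignment.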
# HT1080 IDH1KD tx: HT-1080 IDH1 knockdown cell toxicity (counter line); HT-1080 IDH1 knockdown viability, ATP luminescence, 48 h; Potency, µM (titrated, usually from 46.1 µM), for the others: top-dose activity, negative = toxicity, usual class: cytotoxic; actives 2% (n = 360,000);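 also: 0% = DMSO wells and -100% = cell-free medium wells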
#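 Viability of IDH1-knockdown HT-1080 fibrosarcoma cells was assessed by CellTiter-Glo after 48 h at 37 °C with titrated compound; concentration-effect curves were classified by fit quality and response size.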
# SW480 rereplic: DNA re-replication induction in SW480 cells | SW480 DNA re-replication, Hoechst DNA content imaging, 48 h | Potency, µM (highest dose often 46.1 µM), without a hit: at the highest dose re-replication activation, actives largely listed as activators | actives 1.8% (n = 340,000) | AID 624297; also: % of control where 0% means no effect; nearly all actives have a fitted effect of over 55% in size
#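 SW480 cells exposed to compounds for 48 hr at 37 C, 5% CO2, then Hoechst-stained 40 min. Nuclear DNA content imaged by fluorescence scanning (405 nm excitation, 500-530 nm emission); re-replication scored as increased high-intensity nuclei.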
# GLP1R ag: agonists of human GLP-1 receptor | HEK293 GLP-1R CRE-luciferase, luminescence, 4-6 h; cells express a hypersensitive GLP-1R form | actives 0.007% (n = 380,000) | Potency, µM (top dose mostly 45.6 µM), for the others: top-dose activation, hits mostly activators | P43220; also: % of control where 0% means no effect
# Target sequence (P43220 whole entry, looked up): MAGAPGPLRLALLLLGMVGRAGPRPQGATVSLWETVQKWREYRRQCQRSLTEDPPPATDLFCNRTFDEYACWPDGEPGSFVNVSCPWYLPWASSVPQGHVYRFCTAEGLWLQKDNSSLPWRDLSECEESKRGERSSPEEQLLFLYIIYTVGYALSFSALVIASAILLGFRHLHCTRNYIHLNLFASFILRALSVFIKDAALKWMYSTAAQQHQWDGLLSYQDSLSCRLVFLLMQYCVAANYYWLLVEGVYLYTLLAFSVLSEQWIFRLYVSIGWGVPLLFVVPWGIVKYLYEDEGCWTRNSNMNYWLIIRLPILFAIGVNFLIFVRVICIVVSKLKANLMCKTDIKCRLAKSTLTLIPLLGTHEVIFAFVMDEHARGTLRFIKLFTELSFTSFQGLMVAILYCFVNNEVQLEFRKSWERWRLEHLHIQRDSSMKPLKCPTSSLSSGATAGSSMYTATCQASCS
# GLP1R inv ag: inverse agonists of human GLP-1 receptor | HEK293 GLP-1R CRE-luciferase, luminescence, 24 h; GLP-1R form is constitutively active | AID 624417 | Potency, µM (doses to about 38.3 µM), for inactives: top-dose activity change, negative = inhibition, most hits filed as inhibitors | actives 1.6% (n = 410,000); also: % is scaled to controls: 0 for no effect and ±100 for the full control effect; nearly all actives have a fitted effect of over 55% in size
#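 GLP-1R inverse agonism mode: basal reporter luminescence in engineered HEK293 cells measured after one day of compound exposure at 37 deg C, with a 12 min room-temperature detection step.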
# KB-V1 cytotox: kills drug-selected multidrug resistant KB-V1 cells. Potency, µM (doses to about 46.1 µM), for inactives: top-dose activity change, negative = cytotoxicity, actives largely listed as cytotoxic. actives 3.4% (n = 400,000). KB-V1 MDR cells viability, CellTiter-Glo, 72 h; also: % is scaled to controls: 0 for no effect and ±100 for the full control effect; nearly all actives have a fitted effect of over 60% in size
#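 Readout: CellTiter-Glo luminescence, 10 min after addition. Cells: KB-V1 MDR subline, 72 h at 37 degrees C with compound. Analysis: corrected, normalized data fitted to concentration-effect curves.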
# KB-3-1 cytotox: KB-3-1 parental cell cytotoxicity | KB-3-1 viability, CellTiter-Glo ATP luminescence, 72 h | Potency, µM (highest dose often 46.1 µM), without a hit: at the top dose activity change, negative = cytotoxic, most hits filed as cytotoxic | actives 1.4% (n = 400,000) | AID 1347075; also: % is scaled to controls: 0 for no effect and ±100 for the full control effect; nearly all actives have a fitted effect of over 60% in size
#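 Parental KB-3-1 viability, qHTS format: 72 h compound exposure, 37 °C; CellTiter-Glo; media-only wells and DMSO plates as controls; concentration-effect fits on corrected data.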
# The depositor's hits bear a star; ? = inconclusive; . = not tested or not shown; & = joins results of further samples; ! = repeats disagree; [ ] = remark or other dose. Calls follow the shape of the dose curve; as a rule, active = well fitted curve in the direction sought with a large enough effect; inconclusive = small, poorly fitted or top-dose-only effect, or another doubt; inactive = no such curve, though single readings can be large; an effect the other way counts as inactive or inconclusive. Potency is read from the fitted curve at half-maximal effect.
SMILES,HEK293 tox,TDP43 rescue,HT1080NT lethal,HT1080 IDH1KD tx,SW480 rereplic,GLP1R ag,GLP1R inv ag,KB-V1 cytotox,KB-3-1 cytotox
O=C(CCCn1c(=O)c2cccn2c2cccnc21)NCCc1ccc(Cl)cc1,-1%&3%,22µM*!,27%,9%,-28%,2%,10%&3%,-25%,-19%
NC(=O)CC(NC(=O)c1cccc(Br)c1)c1ccc(N2CCCCCC2)c([N+](=O)[O-])c1 (configuration not stated),0%,7%,6%,2%,3%,-4%,-31%,-4%,3%
CC(C)(C)OC(=O)N/N=C/c1cccc([N+](=O)[O-])c1,2%,-10%,-2%,-4%,16%,4%,1%,-19%,-5%
CCOC(=O)C(=N/O)/C(C)=N/NC(=O)C(=O)Nc1cc(Cl)ccc1Cl,5%,-5%,-27%,?,4%,0%,8%,-5%,7%
O=C(NCc1ccc2c(c1)OCO2)c1cccc(C(=O)NCc2ccc3c(c2)OCO3)c1,-15%,5%,-18%,-27%,-2%,-5%,?,-15%,-2%
O=C(O)CNS(=O)(=O)c1ccc(C2CCCCC2)cc1,-3%,-18%,11%,1%,-128%[inhibitor],9%,49%[activator],16%,20%
O=c1nc(-c2ccccc2)c2cc(Cl)ccc2[nH]1,11%,-17%,-4%,3%,-3%,1%,11%,23%,-7%
CN1c2ccc(Cl)cc2-c2nc(SCC(=O)NCc3ccccc3)ncc2S1(=O)=O,-5%,18%,.,.,.,.,8%,1%,1%
COc1ccc2nc(NC(=O)CSc3nnc(C)s3)sc2c1,5%,-2%,8%,?,19%,14%,63%[activator],?,8%
CCCNC(=O)Nc1ccccc1C(=O)Nc1ccc(OC)cc1,-9%,-5%,-4%,-1%,-7%[9.22 µM],-6%,3%,-2%,13%
COc1ccc(N2CCN(C(=O)c3ccc4c(=O)n5c(nc4c3)CCCCC5)CC2)cc1,5%,18%,-4%,8%,3%,1%,-28%,-18%,-4%
COC(=O)c1cc(S(=O)(=O)Nc2cccc(-c3cnco3)c2)oc1C,6%,16%,0%,0%,-20%,-2%,19%,0%,2%
Cn1cnnc1SCc1nnc(-c2ccccc2Br)o1,-11%,2%,2%,9%,-25%,-1%,2%,0%,6%
COc1ccc(NC(=O)c2cc(-c3cc(Cl)ccc3C)n[nH]2)cn1,-9%,?,-26%,?,.,-7%,?,-6%,-4%
Cn1c(Cc2ccccc2)nnc1SCC(=O)N1CCN(c2ccccc2)CC1,-11%,9%,-20%,-29%,11%,0%,-20%,-7%,?
CC(C)c1ccc(S(=O)(=O)Nc2cc3c(cc2NCc2ccccc2)n(C)c(=O)n3C)cc1,-2%,2%,.,.,.,7%,-4%,?,23µM*
Cc1nc(-c2ccc(S(=O)(=O)Nc3cc(F)ccc3F)cc2)co1,0%,-9%,-14%,-4%,?,-1%,6%,-20%,-6%
Cn1c(-c2ccccc2)cc(=NNS(C)(=O)=O)c2cc(S(=O)(=O)O)ccc21,-19%,27%,3%,-1%,.,-1%,12%,2%,0%
CC1=C(C(=O)Nc2ccccc2)C(c2cccc(Cl)c2)n2nc(SCC(=O)c3ccc(C)cc3)nc2N1 (configuration not stated),8%,14%,.,.,.,.,2%,16%,2%
O=C(Nc1ccc(-c2nc3ccccc3[nH]2)cc1)c1ccccc1NS(=O)(=O)c1ccc(F)cc1,-18%,-43%[inhibitor],-4%,-3%,?,-40%[inhibitor],?,-13%,0%
COc1ccc(OC)c(C(=O)c2ccc(C(=O)c3cc(OC)ccc3OC)cc2)c1,10%,6%,-4%,0%,-1%,-1%,9%,1%,-2%
CSc1ccccc1NC(=O)CCc1ccccc1,-7%,?,-2%,0%,-19%,7%,3%,?,-1%
CC(C)Oc1cccc(C(=O)NC(=S)Nc2ccccc2N2CCOCC2)c1,9%,?,-1%,-5%,-3%,-7%,14%,.,.
O=C(CSc1ccc(-c2cccnc2)nn1)Nc1ccc(F)c(F)c1,-2%,20%,?,-2%,0%,18%,-4%,9.2µM*,-20%
CCN(C(=O)CSc1nc(C)cc(=O)[nH]1)C1CCCCC1,-8%,27%,6%,9%,-8%,-15%,3%,-26%,-2%

# An excerpt from above, showing only GLP1R inv ag.
canonical_smiles,GLP1R inv ag
COc1ccc(OC)c(C(=O)c2ccc(C(=O)c3cc(OC)ccc3OC)cc2)c1,9%
CSc1ccccc1NC(=O)CCc1ccccc1,3%
CC(C)Oc1cccc(C(=O)NC(=S)Nc2ccccc2N2CCOCC2)c1,14%
O=C(CSc1ccc(-c2cccnc2)nn1)Nc1ccc(F)c(F)c1,-4%
CCN(C(=O)CSc1nc(C)cc(=O)[nH]1)C1CCCCC1,3%

# The listing picks up with the two entries that preceded the break.
SMILES,HEK293 tox,TDP43 rescue,HT1080NT lethal,HT1080 IDH1KD tx,SW480 rereplic,GLP1R ag,GLP1R inv ag,KB-V1 cytotox,KB-3-1 cytotox
O=C(CSc1ccc(-c2cccnc2)nn1)Nc1ccc(F)c(F)c1,-2%,20%,?,-2%,0%,18%,-4%,9.2µM*,-20%
CCN(C(=O)CSc1nc(C)cc(=O)[nH]1)C1CCCCC1,-8%,27%,6%,9%,-8%,-15%,3%,-26%,-2%
COc1ccc(-c2nc(C)c(CCNC(=O)c3ccco3)s2)cc1,0%,16µM*,.,.,.,16%,37%[activator],?,-9%
Nc1nonc1-n1nnc(C(=O)N/N=C/c2ccc3c(c2)OCO3)c1CSc1ccccc1,-9%,-1%,9%,-3%,-1%,-2%,-17%,?,0%
COC(=O)N(C)C[C@H]1OCc2cnnn2CCCC(=O)N([C@H](C)CO)C[C@H]1C,-2%,9%,-10%,5%,.,-1%,3%,10%,2%
CCc1cc2c(SCC(=O)Nc3ccc(Cl)cn3)ncnc2s1,5%,16%,11%,13%,-8%,-3%,11%,?,-4%
CCOC(=O)c1cnc(Nc2nc3ccccc3o2)nc1C,-28%,-11%,2.8µM*,3.5µM*,?,-12%,?,0%,11µM*
O=CN1CCN(C=O)C(O)C1O (configuration not stated),3%,9%,7%,17%,-13%,-15%,10%,.,.
C/C(=N/N1CCN(c2ccccn2)CC1)c1ccc([N+](=O)[O-])cc1,6%,8%,11%,5%,-2%,-8%,2%,5%,2%
Cc1noc(C(F)(F)F)c1C(=O)NNC(=O)c1ccccc1,2%,-17%,2%,13%,1%,-6%,5%,8%,7%
CCOc1ccccc1NC(=O)COC(=O)c1cn(CC)c2nc(C)ccc2c1=O,-3%,35µM*,.,.,.,-5%,3%,-4%,21%
O=C(/C=C/c1ccccc1[N+](=O)[O-])NCCN1C(=O)S/C(=C\c2ccc(F)cc2)C1=O,3%,8%,6%,-13%,-3%,1%,-1%,-2%,5%
O=C(COc1cccc2c1CCN(Cc1ccccc1)C2=O)NCc1ccco1,-16%,8%,-1%,-2%,0%,2%,1%,2%,-4%
COc1ccc(CCN2C(=O)C3C4CC(C5C(C(N)=O)=NOC45)C3C2=O)cc1OC (configuration not stated),-2%,16%,16%,17%,-4%,2%,15%,4%,-8%
Cc1ccc(N(CCC#N)C(=O)CSc2nnc3ccccn23)cc1,-9%,8%,6%,1%,-10%,0%,-6%,0%,11%
NC(=S)Nc1ccc(S(=O)(=O)c2ccc(NC(N)=S)cc2)cc1,6%,15%,14%,19%,-5%,0%,23%,0%,1%
CCc1ccc(NC(=O)COC(=O)/C=C/c2ccco2)cc1,6%,?,3%,-2%,-2%,2%,17%,-2%,3%
c1ccc(CNc2cncnc2)cc1,-9%,16%,6%,3%,1%,0%,10%,11%,-3%
CCOC(=O)NNS(=O)(=O)c1cc(Br)ccc1Br,-1%,-13%,?,7%,-15%,12%,5%,-1%,3%
CCOC(=O)c1oc2nc3c(cc2c1N)CCCC3,-1%,-15%,-15%,-15%,-28%,10%,-14%,-28%,18%
CCOc1ccc(N(C(=O)Cn2nnc3ccccc32)C(C(=O)NC(C)(C)CC)c2cccn2C)cc1 (configuration not stated),-16%,9%,8%,15%,1%,-3%,?,1%,3%
Cc1nn(Cc2ccccc2)c(Cl)c1/C=C1\NC(=S)NC1=O,1%,6%,0%,-22%,0%,8%,8%,-14%,-13%
Clc1ccc2[nH]cc(-c3nnnn3-c3ccc4ccccc4c3)c2c1,-28%,0%,-20%,-30%,-1%,-6%,?,-12%,-7%
C=CCSc1nnc(N2C(=O)C(O)=C(C(=O)c3ccco3)C2c2ccccc2F)s1 (configuration not stated),0%,-22%,-14%,?,38%,1%,-20%,-21%,-4%
C[C@H]1CN([C@@H](C)CO)C(=O)c2cccc(NS(=O)(=O)c3ccc(F)cc3)c2O[C@H]1CN(C)Cc1ccc(Cl)c(Cl)c1,9%,11%,?,?,7%,-3%,1%,0%,0%
CN(C)CCn1c2c(c(SCC(=O)Nc3ccc4c(c3)OCCO4)nc1=O)CCC2,9%,22%,-3%,-3%,1%,18%,-4%,?,3%
CCN1CCN(C(=S)Nc2cccc([N+](=O)[O-])c2)CC1,0%,11%,-1%,-3%,4%,1%,-19%,11%,0%

# (next part)
SMILES,HEK293 tox,TDP43 rescue,HT1080NT lethal,HT1080 IDH1KD tx,SW480 rereplic,GLP1R ag,GLP1R inv ag,KB-V1 cytotox,KB-3-1 cytotox
CCOc1ccc(C2=CS/C(=C(\C#N)c3nnc4n3CCCCC4)N2CC)cc1,-21%,-26%,-26%,?,1%,-3%,3%,21µM*,-7%
O=C(COc1ncnc2ccccc12)NCCc1ccccc1,-6%,15%,16%,29%,1%,6%,-12%,-7%,-2%
CCc1nnc(SCC(=O)Nc2ccc3ccccc3c2)n1N,6%,-6%,1%,-1%,-5%,-2%,-2%,-6%,-10%
O=C(c1cc(C2CC2)nn1-c1ccccc1)N1CCN(S(=O)(=O)c2ccccc2)CC1,-8%,-1%,-2%,-11%,?,-9%,-16%,0%,-19%
O=C(c1cc2cc(F)ccc2[nH]1)N1CCN(c2ccc(F)cc2)CC1,-1%,14%,4%,9%,?,4%,10%,10%,-8%
CC(=O)c1cccc(S(=O)(=O)Nc2cccc(S(=O)(=O)NC3=NCCC3)c2)c1,-6%,6%,-1%,16%,0%,1%,18%,-3%,-5%
